SENP1 FRET inh: blocks the human SENP1 SUMO protease catalytic domain. 360,000 compounds, 0.21% hits. AID 624204. inhibition, % at 10 µM. recombinant SENP1 catalytic domain, CyPet-SUMO1-YPet FRET cleavage. Q9P0U3;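 active = inhibition at least 30% at 10 µM, raw YFP signal under a set limit, fluorescence ratio 0.5 to 1.5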;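 note: 0% = enzyme with DMSO and 100% = no enzyme wells; some results filed as inactive read as strong as hits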
Target sequence (Q9P0U3 419-644 limits assumed): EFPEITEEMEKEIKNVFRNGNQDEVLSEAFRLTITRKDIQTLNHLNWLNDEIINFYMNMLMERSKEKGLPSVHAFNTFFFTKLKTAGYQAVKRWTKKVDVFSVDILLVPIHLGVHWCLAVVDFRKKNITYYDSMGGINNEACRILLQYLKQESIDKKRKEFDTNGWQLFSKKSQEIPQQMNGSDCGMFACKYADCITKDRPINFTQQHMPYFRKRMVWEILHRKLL
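Material – human SENP1 catalytic domain · Input – SENP1 enzyme, 20 pM final · Compound dosing – single concentration of 10 µM compound, 0.5% DMSO final · Timing – enzyme reaction for 50 min at room temperature, dark · Measured by – FRET fluorescence in CFP and YFP emission channels · Control set – no-enzyme wells low, DMSO-plus-enzyme wells high control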
The depositor's hits bear a star.

nr	canonical_smiles	SENP1 FRET inh
1	CC1=C(C(=O)N2CCOCC2)CC(CC(=O)NC(c2ccccc2)c2ccccc2)C(=O)N1CCC1=CCCCC1 (stereo not given)	0
2	O=C(c1cc(Cl)cc(Cl)c1)N1CCC2CC1c1cc(N3CCCCC3)ccc12 (stereo not given)	2
3	COc1ccccc1-c1noc2c1C(=O)N(Cc1cn(-c3ccccc3)nn1)CC2	1
4	Cc1ccc([C@H]2C[C@@H](n3cc(-c4ccc(F)cc4)nn3)[C@H](O)CN2CC2CCCCC2)cc1	0
5	Cc1[nH]c(=O)[nH]c(=O)c1C=CC(=O)NC(CO)CS(=O)Cc1ccccc1 (stereo not given)	3
6	O=C(Cc1ccccc1)NCCCNC(=O)Cc1ccccc1	1
7	CN1OC[C@@H]2CN(Cc3ccc(Cl)cc3)[C@H](c3cccc(Br)c3)C[C@@H]21	0
8	CN(C)c1ccc(CC(=O)N2CCCCC2c2cc(C(=O)Nc3cccc(C#N)c3)no2)cc1 (stereo not given)	0
9	NC(=O)c1ncn([C@@H]2O[C@H](CNCc3cnc(N4CCOCC4)s3)[C@@H](O)[C@H]2O)n1	1
10	COc1ccccc1C(=O)Nc1nnc([C@H]2C[C@H](O)[C@@H](CO)O2)s1	1
11	CCN(CC)CCN(C(=O)/C=C/c1cccs1)c1nc2ccc(OC)cc2s1	2
12	Cc1ccn(CCC(=O)N2CCCC(N3CCN(c4ccccc4C)CC3)C2)n1 (stereo not given)	-1
13	COc1ccc(C(C(=O)c2ccccc2)c2ccccc2)cc1 (stereo not given)	3
14	CC(=O)N1CCC(=NNS(=O)(=O)c2cccc([N+](=O)[O-])c2)CC1	0
15	O=c1c2ccc(F)cc2sn1-c1ccccc1	1
16	Nc1ncnc2c1ncn2[C@@H]1O[C@H](C(=O)Nc2ccc(C(=O)N3CCCCC3)cc2)[C@@H](O)[C@H]1O	-1
17	COc1ccccc1Cn1c(C)c(C(=O)NCc2ccc3c(c2)OCCO3)sc1=O	0
18	COc1ccc(OC)c(C=Cc2ccc([N+](=O)[O-])cc2)c1	-32
19	CN(C)c1nc(=NCc2cccs2)ss1	3
20	CC(=O)OCC(=O)C1(O)CCC2C3CCC4=CC(=O)CCC4(C)C3(Cl)C(O)CC21C (stereo not given)	1
21	COc1cc2c(cc1[N+](=O)[O-])-c1ccccc1C2	3
22	Cc1cc(Cl)ccc1-c1nc(NCCN(C)C)nc2ccsc12	0
23	Cn1cnc([N+](=O)[O-])c1S(=O)(=O)c1ccc(Cl)cc1	2
24	O=C1COc2ccccc2C(c2nc3ccccc3[nH]2)N1Cc1ccccc1 (stereo not given)	0
25	COc1ccccc1C(=O)N1[C@@H](C(C)C)COc2cc(Br)ccc2S1(=O)=O	-1
26	C[C@H]1CN(Cc2ccccc2)C(=O)[C@@H]1CC(=O)Nc1ccccc1	-1
27	CC(C)N(Cc1ccccc1)S(=O)(=O)c1ccc(-n2cccn2)cc1	-4
28	c1ccc(CCCCc2ccncc2)cc1	2
29	O=C(OCc1ccccc1)N1CCC2CC1c1cc(-c3ccc4c(c3)OCO4)ccc12 (stereo not given)	-1
30	COCCNC(=O)C1CCCN(Cc2ccccc2-c2ccccc2)CC1 (stereo not given)	3
31	COc1ccc(CCC(C)NC2C3CC4CC(C3)CC2C4)cc1 (stereo not given)	1
32	O=C(Nc1nnc([C@@H]2C[C@H](O)[C@@H](CO)O2)s1)NC1CCCCC1	0
33	COc1ccc(N2CCN(CCCn3ccc(NC(=O)OCc4ccccc4)nc3=O)CC2)cc1	0
34	CN1C[C@H]2CON(C)[C@H]2C[C@H]1c1cccc(N2CCOCC2)c1	2
35	COC(=O)[C@]12CCCCC=C1N(CCC1=CCCCC1)C(=O)[C@H](CC(=O)NCc1cccc(C(F)(F)F)c1)C2	2
36	CC(C)(C)C(=O)c1c(N)[nH]c(C(=O)c2ccccc2)c1-c1ccccc1Br	-3
37	COc1cc(CC(=O)Nc2cc(S(=O)(=O)N3CCOCC3)ccc2N2CCCC2)cc(OC)c1OC	1
38	CCCS(=O)(=O)NC(=O)C1(C)CCCN(C(=O)C2(c3ccc(Cl)cc3)CCCC2)C1 (stereo not given)	1
39	O=S(CC(O)(c1ccccc1)c1ccccc1)CC(O)(c1ccccc1)c1ccccc1	1
40	COC(=O)C[C@H]1C[C@H]2c3cc(NC(=O)Nc4ccc(F)cc4)ccc3O[C@H]2[C@@H](CO)O1	-1
41	Cc1ccc(F)c(S(=O)(=O)NC(=O)C2(C)CCN2C(=O)c2ccccc2)c1 (stereo not given)	0
42	COc1ccc(Cn2cc(CN3CC(N4CCN(C5CCN(C)CC5)CC4)CS3(=O)=O)nn2)cc1 (stereo not given)	0
43	CCn1c(SCC(=O)Nc2oc(C)c3c(C)n[nH]c(=O)c23)nnc1-c1ccco1	-1
44	CCCCCNC(=O)c1nc(-c2c(F)cccc2F)oc1-c1ccccc1	2
45	COC(=O)CC1C(=O)NCCN1C(=O)c1oc2c(C)c(C)ccc2c1C (stereo not given)	2
46	COc1nc(N)nc2c1ncn2C1OC(CO)CC1O (stereo not given)	3
47	N#C/C(=C/C1=C(N2CCOCC2)C(=C/c2ccc(Cl)cc2Cl)/CC1)C(=O)Nc1ccccc1F	68
48	C=C(C1=CCN(S(=O)(=O)C(C)(C)C)[C@H]1CCO)c1ccccc1	-2
49	CCOC(=O)c1c(NC(=O)C2CCCN2S(=O)(=O)c2cccc3nsnc23)sc(C)c1C (stereo not given)	5
50	COc1ccc(Cc2c(-c3cccc(Br)c3)nc3cc(C)c(Br)c(C)n23)c(C)c1	2
51	CCCCC(CCc1ccccn1)C(=O)c1ccccc1 (stereo not given)	0
52	C[C@@H]1Cc2[nH][nH]c(=O)c2[C@H](c2ccc(Cl)cc2)O1	3
53	CCC(=O)N1CCC1(C)C(=O)NS(=O)(=O)c1cccc(C#N)c1 (stereo not given)	-2
54	COCCNc1nc(NCc2cccc(OC)c2OC)c2sccc2n1	1
55	COc1cc(C(=O)N2CCOC23CCN(Cc2ccccc2)CC3)cc(OC)c1OC	-5
56	CN(C(=O)c1cccc(NC(=O)Cc2ccc(NC(=O)C3CCCN(C(=O)C4CC4)C3)cc2)c1)C1CC1 (stereo not given)	4
57	O=C(Nc1cccnc1)C1Cc2c(-c3ccc4c(c3)OCO4)ccnc2O1 (stereo not given)	-1
58	CN(NC1CC(=O)N(c2ccccc2)C1=O)c1ccccc1 (stereo not given)	1
59	CN1C[C@@H]2[C@@H]3C(=O)N(C)C(=O)[C@@H]3[C@](Cc3ccccc3)(C1=O)N2C(=O)c1ccc(Cl)cc1	-36
60	Cc1ccc([C@@H]2C[C@H]3[C@@H](CN2S(=O)(=O)c2ccc(C)cc2)C(=O)C[C@@H](c2ccc(Cl)cc2)N3S(=O)(=O)c2ccccc2C)cc1	0

Pulled by structure from the list above, 5 records:
nr	canonical_smiles	SENP1 FRET inh
52	C[C@@H]1Cc2[nH][nH]c(=O)c2[C@H](c2ccc(Cl)cc2)O1	3
45	COC(=O)CC1C(=O)NCCN1C(=O)c1oc2c(C)c(C)ccc2c1C (stereo not given)	2
54	COCCNc1nc(NCc2cccc(OC)c2OC)c2sccc2n1	1
59	CN1C[C@@H]2[C@@H]3C(=O)N(C)C(=O)[C@@H]3[C@](Cc3ccccc3)(C1=O)N2C(=O)c1ccc(Cl)cc1	-36
34	CN1C[C@H]2CON(C)[C@H]2C[C@H]1c1cccc(N2CCOCC2)c1	2

More structures:
nr	canonical_smiles	SENP1 FRET inh
61	CCn1cc(C(=O)N2CCCC(C(=O)c3cccc(C(F)(F)F)c3)C2)cn1 (stereo not given)	2
62	O=C1c2ccccc2C(=O)N1c1nccs1	1
63	Cc1cccc(C)c1NC(=O)C1(C)CCC(=O)N1CCOc1ccccc1 (stereo not given)	-1
64	Cc1ccc(NCCN(C)C)c2c(=O)c3cc(O)ccc3sc12	37*
65	CCOC(=O)c1c(NC(=O)CSc2nncn2C)sc(C)c1C	1
66	O=C1c2cccc(NCCNCCO)c2C(=O)c2cccc(NCCNCCO)c21	-4
67	Cn1cnc2nc[nH]c2c1=S	1
68	COC1OC2COC(c3ccccc3)OC2C(O)C1N (stereo not given)	3
69	CC(=O)Nc1cccc(/C(C)=N/NC(=O)c2cccc(S(=O)(=O)N3CCCC3)c2)c1	0
70	c1ccc2c(c1)COc1c3cc4c(cc3nn1-2)OCO4	3
71	O=C1NC[C@H](Cc2ccccc2)N(CC2CCN(CCC34CC5CC(CC(C5)C3)C4)CC2)C1=O	1
72	CC(C)C[C@H]1CN([C@@H](Cc2ccccc2)CN2CCC[C@H]2CN2C(=O)C(=O)NC[C@@H]2Cc2ccc(O)cc2)C(=O)C(=O)N1CCc1ccccc1	4
73	CCCC(=O)N1CCC1(C)C(=O)Nc1ccc2c(c1)OCCO2 (stereo not given)	1
74	CN(C)C(=O)c1cccc(-c2cnc3c(NC=O)cc(-c4ccc(C(=O)N5CCOCC5)cc4)cn23)c1	-30
75	O=C(NCc1ccc(Cl)c(Cl)c1)c1cc(C2CCCCN2C(=O)C2CCCCC2)on1 (stereo not given)	1
76	CC(C)(C)OC(=O)N(CCc1ccccc1)Cc1ccc(OCc2cccc(NC(=O)C3CCCC3)c2)cc1	1
77	Cc1cc(C)cc(Cn2cc(CN3CC(N4CCSCC4)CS3(=O)=O)nn2)c1 (stereo not given)	3
78	C[C@@H](NC(=O)[C@@H]1CCCN1C(=O)[C@@H]1CCCN1C(=O)OC(C)(C)C)c1ccccc1	0
79	CCOC(=O)C1(CCOc2ccccc2)CCN(Cc2cccc(OC)c2)CC1	3
80	COc1ccc(-c2ccccc2)cc1NC(=O)C1(C)CCN1C(=O)C(C)C (stereo not given)	2
81	CC(=O)N1c2ccccc2N=C(c2ccc(C(F)(F)F)cc2)C1C(=O)NC(C)C (stereo not given)	2
82	c1ccc(-c2csc(Nc3ccc4c(c3)OCO4)n2)cc1	3
83	CCCCN1C(=O)C(CC(=O)NCC2CCCCC2)CC(C(=O)N2CCCCCC2)=C1C (stereo not given)	1
84	COc1ccccc1NC(=S)NN=C(C)c1ccccn1	1
85	C[C@@H]1CN([C@@H](C)CO)C(=O)CCCn2nncc2CO[C@H]1CN(C)C(=O)OCc1ccccc1	0
86	Cc1nc(COC(=O)c2cc(O)c3ccccc3c2O)cs1	-27
87	CN(CC(=O)Nc1ccccc1Br)C(=O)c1ccccc1OCc1ccccc1Cl	-1
88	CNC(=O)C1(C)CCN1C(=O)c1ccccc1CCc1ccccc1 (stereo not given)	-1
89	CC(=O)N(c1ccccc1)C(C(=O)c1ccccc1)c1ccccc1 (stereo not given)	1
90	NC1=CC(=O)C(=O)c2cccnc21	13

Shown field by field: 2 of the compounds above.
[61] CCn1cc(C(=O)N2CCCC(C(=O)c3cccc(C(F)(F)F)c3)C2)cn1 (stereo not given)
  SENP1 FRET inh: 2

[62] O=C1c2ccccc2C(=O)N1c1nccs1
  SENP1 FRET inh: 1

Records listed so far shown as hits in SENP1 FRET inh.
nr	canonical_smiles	SENP1 FRET inh
64	Cc1ccc(NCCN(C)C)c2c(=O)c3cc(O)ccc3sc12	37*

Other records
nr	canonical_smiles	SENP1 FRET inh
91	NC(=O)C1CCCN1Cc1ccc2c(c1)OCO2 (stereo not given)	0
92	CC(C)(C)c1ccc(S(=O)(=O)NC(=O)C2(C)CCN2C(=O)C2(c3ccc(Cl)cc3)CC2)cc1 (stereo not given)	2
93	OC(c1ccccc1)(c1ccccc1)C1CCN(CCCOc2ccccc2)CC1	5
94	O=C(NC1CCCCC1)C1c2ccccc2OCC(=O)N1Cc1ccccc1 (stereo not given)	2
95	Cc1ccccc1OCc1nnc(SCc2nc3ccccc3c(=O)[nH]2)n1C	2
96	COc1cccc(-c2cnc3c(NC(C)=O)cc(-c4ccc(C(=O)N5CCOCC5)cc4)cn23)c1	-3
97	O=C(NCCN1CCC(n2c(=O)[nH]c3ccccc32)CC1)c1cccc(Cl)c1	1
98	OC[C@@H]1CN(Cc2ccccc2)C[C@H](n2cnc3c(Nc4ccccc4)ncnc32)O1	2
99	CCOc1cc(C=NNC(=O)CCCC(=O)NN=Cc2ccc(O)c(OCC)c2)ccc1O	2
100	COCCn1c(=S)[nH]c2cc(C(=O)NCc3ccc(F)cc3)ccc2c1=O	3
101	Cc1ccc(F)cc1-c1cc2nc(NCCCN(C)C)n(C)c(=O)c2s1	3
102	CN(CCc1ccccc1)C(c1ccnc2ccccc12)c1nnnn1-c1ccc2c(c1)OCCO2 (stereo not given)	0
103	CCCOc1ccc(/C(O)=C2/C(=O)C(=O)N(CCN3CCOCC3)C2c2ccccc2)cc1 (stereo not given)	3
104	O=C(O)c1cccc(Br)c1	1
105	Cc1ncc(C)c2c([N+](=O)[O-])cccc12	-9
106	O=c1c(-c2ccco2)nc2ccccc2n1C(c1ccccn1)c1nc2ccccc2[nH]1 (stereo not given)	-44
107	CC(C)(C)NC(=O)C1(C)CCC(=O)N1CCCn1ccnc1 (stereo not given)	3
108	O=C(Nc1ccc(Cl)cc1)P(=O)(O)c1ccccc1	2
109	CC(=O)c1cccc(-c2cnc3c(NC=O)cc(-c4ccccc4)cn23)c1	-5
110	CC(C)(C)c1ccc(NC(=O)COC(=O)c2ccc([N+](=O)[O-])s2)cc1	-1
111	COc1ccccc1C(=O)N1CCCC(C)(C(=O)NS(=O)(=O)C2CC2)C1 (stereo not given)	2
112	Cc1ccc(S(=O)(=O)/C(C#N)=C/c2c(N3CCOCC3)nc3ccccn3c2=O)cc1	-25
113	Cc1ccc(F)c(S(=O)(=O)NC(=O)C2(C)CCN2C(=O)COc2ccc(Cl)cc2)c1 (stereo not given)	1
114	O=c1[nH]nc(-c2ccc[nH]2)[nH]1	3

Some of the compounds tested; the hit share may differ from the screen's.
